Source: PubChem
NPSR antagonist – qHTS Assay for Antagonists of the Neuropeptide S Receptor: cAMP Signal Transduction; CHO-NPSR cells, cAMP TR-FRET, antagonist mode; Potency, µM (doses to about 38.3 µM), without a hit: at the top dose activity change, negative = inhibition, hits mostly inhibitors; 1% of 220,000 active; AID 1461, 2008; note: % is set by controls: 0 for no effect and ±100 for the full control effect; nearly all actives have a fitted effect of over 50% in size; many of its hits are not listed in these tables
IMPase Li inh – qHTS Assay for Identifying the Cell-Membrane Permeable IMPase Inhibitors: Potentiation with Lithium. CHO-M1 cells, IP1 TR-FRET (IP-One), carbachol + lithium. Potency, µM (series often up to 59.4 µM), without a hit: at the highest dose activity, negative = IMPase inhibition, most hits filed as inhibitors. 0.35% of 210,000 active. AID 1457, 2008;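 note: IP1 builds up when IMPase is blocked and the TR-FRET signal falls; plate controls were basal vehicle for no effect and high inhibitor control for full effect; nearly all actives have a fitted effect of over 50% in size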
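CHO-M1, 2000 cells/well, 16–30 h culture; cpd + low Li+, 30 min 37C; lysis with d2-IP1/Eu-anti-IP1 Ab, 10 min RT; TR-FRET 665/620 ratio and 620 channel; AC50 via Hill.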
RECQ1 inh – qHTS Assay for Inhibitors of RecQ-Like Dna Helicase 1 (RECQ1); AID 2549, 2010; Potency, µM (top dose mostly 57.3 µM), for inactives: top-dose activity, negative = inhibition, actives largely listed as inhibitors; RECQ1 DNA unwinding, red fluorescence kinetic read; 0.54% of 240,000 active;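 note: plate controls were vehicle for no effect and no enzyme for full effect; nearly all actives have a fitted effect of over 30% in size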
Target sequence (P46063 whole entry, looked up): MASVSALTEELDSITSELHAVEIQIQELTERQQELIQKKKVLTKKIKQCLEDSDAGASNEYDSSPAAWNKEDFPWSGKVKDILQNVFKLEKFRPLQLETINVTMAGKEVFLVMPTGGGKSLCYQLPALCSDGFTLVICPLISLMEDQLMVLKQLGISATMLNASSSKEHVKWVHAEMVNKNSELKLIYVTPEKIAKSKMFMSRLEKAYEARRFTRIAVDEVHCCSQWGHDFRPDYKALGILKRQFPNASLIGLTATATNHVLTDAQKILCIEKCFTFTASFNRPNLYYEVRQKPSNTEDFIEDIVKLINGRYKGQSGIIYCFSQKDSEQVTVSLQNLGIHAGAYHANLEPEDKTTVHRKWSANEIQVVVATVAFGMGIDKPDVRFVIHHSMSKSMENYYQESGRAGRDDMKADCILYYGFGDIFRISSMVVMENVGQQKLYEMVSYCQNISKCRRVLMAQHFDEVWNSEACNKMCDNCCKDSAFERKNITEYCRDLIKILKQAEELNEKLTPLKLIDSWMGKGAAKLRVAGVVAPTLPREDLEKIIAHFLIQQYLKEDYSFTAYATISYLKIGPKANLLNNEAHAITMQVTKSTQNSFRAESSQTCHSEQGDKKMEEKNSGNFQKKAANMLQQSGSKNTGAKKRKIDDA
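50 nM RECQ1T1 preincubated 15 min with compound in Tris pH 8.0 buffer with MgCl2, DTT, Tween-20 and 2.5 ug/ml poly(dI-dC); started with 200 nM TAMRA/BHQ-2 forked duplex and 2 mM ATP. Unwinding read as fluorescence (525/598 nm), two reads 2 h apart.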
Epigenetic derep – Quantitative High-Throughput Screen for Regulators of Epigenetic Control | murine LDR cells, GFP reporter derepression, 30 h | 0.2% of 280,000 active | AID 1865, 2009 | Potency, µM (titrated, usually from 53.9 µM), for inactives: at the highest dose GFP activation, actives largely listed as activators; note: % of control where 0% means no effect; nearly all actives have a fitted effect of over 60% in size
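GFP-positive cell count by laser-scanning cytometry (objects 20–120 um) after 30 h, 37 C compound exposure of murine LDR cells; reporter is CMV-GFP integrated at a silenced locus, inducible by HDAC or DNMT inhibitors.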
JMJD2E inh – qHTS Assay for Inhibitors of Human Jumonji Domain Containing 2E (JMJD2E); Lysine-specific demethylase 4E (Homo sapiens), B2RXH2; JMJD2E catalytic domain, FDH-coupled NADH fluorescence (FDH is formaldehyde dehydrogenase); Potency, µM (series often up to 57.1 µM), for inactives: top-dose activity change, negative = inhibition, actives largely listed as inhibitors; 1.6% of 230,000 active; AID 2147, 2009; active = well fitted inhibition curve with a large enough effect, not every such curve was filed as active; inconclusive = small, poorly fitted or top-dose-only effect, or another doubt; inactive = no such curve, though single readings can be large or run the other way;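 note: 0% = wells with enzyme and -100% = buffer wells without enzyme; nearly all actives have a fitted effect of over 50% in size; many of its hits are not listed in these tables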
Luc counter – Counterscreen for Luciferase (Kinase-Glo TM) Inhibition; 0.28% of 200,000 active; Luciferin 4-monooxygenase (Photuris pensylvanica), Q27757; AID 1379, 2008; Kinase-Glo luciferase, ATP luminescence, 8 min; Potency, µM (doses to about 38.3 µM), for inactives: at the highest dose activity change, negative = inhibition, actives largely listed as inhibitors; note: % is set by controls: 0 for no effect and ±100 for the full control effect; nearly all actives have a fitted effect of over 60% in size
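Light output from Kinase-Glo luciferase with luciferin and 10 uM ATP in 50 mM imidazole pH 7.2, KCl, MgCl2, Tween 20, BSA; compound pin-delivered, 8-min ambient incubation, then luminescence read.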
RGS12 GoLoco inh – qHTS Assay for Inhibitors of RGS12 GoLoco Motif Activity (Red Fluorophore). 0.44% of 230,000 active. Potency, µM (series often up to 61.6 µM), without a hit: at the highest dose activity, negative = inhibition, most hits filed as inhibitors. Gai1:RGS12 GoLoco peptide FP, rhodamine, 10 min. AID 880, 2007. Guanine nucleotide-binding protein G(i) subunit alpha-1 (Homo sapiens), P63096; active = well fitted inhibition curve with a large enough effect, not every such curve was filed as active; inactive = no such curve, though single readings can be large or run the other way; note: % is set by controls: 0 for no effect and ±100 for the full control effect; nearly all actives have a fitted effect of over 30% in size; many of its hits are not listed in these tables
Target sequence (P63096 whole entry, looked up): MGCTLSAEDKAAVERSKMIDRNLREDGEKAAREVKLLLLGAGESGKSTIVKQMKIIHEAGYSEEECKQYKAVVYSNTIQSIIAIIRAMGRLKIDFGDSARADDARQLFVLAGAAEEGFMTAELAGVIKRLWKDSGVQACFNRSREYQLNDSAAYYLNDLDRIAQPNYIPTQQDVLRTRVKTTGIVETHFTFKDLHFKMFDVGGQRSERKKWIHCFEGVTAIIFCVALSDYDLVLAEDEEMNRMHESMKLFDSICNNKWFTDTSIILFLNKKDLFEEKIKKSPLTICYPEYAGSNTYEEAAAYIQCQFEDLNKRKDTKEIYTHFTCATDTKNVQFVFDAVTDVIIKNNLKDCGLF
SMN2 splice up – qHTS Assay for Enhancers of SMN2 Splice Variant Expression; HEK293 SMN2-luciferase splicing reporter, luminescence, 30-36 h; Potency, µM (doses to about 46.1 µM), for the others: at the highest dose activity change, positive = activation, usual class: activators; 2.8% of 210,000 active; AID 1458, 2008; note: % of control where 0% means no effect; nearly all actives have a fitted effect of over 55% in size
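HEK293 cells carry an SMN2 minigene-luciferase reporter in which exon 7 inclusion puts luciferase in frame. Cells were seeded at 2000 cells/well, attached for 10-12 hours, then exposed to compounds for 30-36 hours at 37C before ONE-Glo luminescence.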
Starred values were filed as active, the others as inactive; [ ] = remark or other dose. Unless noted, calls come from the whole dose curve; as a rule, active = well fitted curve in the direction sought with a large enough effect; inconclusive = small, poorly fitted or top-dose-only effect, or another doubt; inactive = no such curve, though single readings can be large; an effect the other way counts as inactive or inconclusive. Potency is the fitted concentration of half-maximal effect. Not all compounds are listed; rates above refer to the full screens.

`CCN(c1ccccc1)S(=O)(=O)c1ccc(Cl)c(NC(=O)COC(=O)c2ccc(O)cc2)c1` gave NPSR antagonist -14%[46.1 µM], RECQ1 inh -4%, Epigenetic derep -0.9% and JMJD2E inh -22%.
Screening Cc1ccc(C(=O)Nc2onc(C)c2C#N)cc1 returned NPSR antagonist -3%[46.1 µM], IMPase Li inh -2%, RECQ1 inh 2%, Epigenetic derep 0.9%, JMJD2E inh -6%, Luc counter 0%, RGS12 GoLoco inh -7% and SMN2 splice up -14%.
Screening c1ccc(CSc2ccc(-c3cccnc3)nn2)nc1 returned NPSR antagonist 21%, IMPase Li inh 9%, RECQ1 inh -3%, Epigenetic derep -0.1%, JMJD2E inh 9%, Luc counter 10%, RGS12 GoLoco inh 7% and SMN2 splice up 27%.
`Cc1cc(NS(=O)(=O)c2ccc(NC(=O)CSc3nc4ncc(Br)cc4[nH]3)cc2)nc(C)n1` gave NPSR antagonist -4%, RECQ1 inh 4%, Epigenetic derep 2.5%, JMJD2E inh 3% and RGS12 GoLoco inh 6%.
For CC1CC(C)(C)NC(=S)N1CC(=O)NCc1ccc2c(c1)OCO2 (stereo unspecified) the results were NPSR antagonist 3%, IMPase Li inh 2%, RECQ1 inh -6%, Epigenetic derep 2.3%, JMJD2E inh -4%, Luc counter 0%, RGS12 GoLoco inh 10% and SMN2 splice up -6%.
For CCOc1ccc(Cn2ccnc2CCl)cc1[N+](=O)[O-] the results were NPSR antagonist 3%[46.1 µM], IMPase Li inh -8%[38.3 µM], RECQ1 inh 5%, Epigenetic derep -2.6%, JMJD2E inh -2%, Luc counter -4%, RGS12 GoLoco inh 2% and SMN2 splice up -12%.
Screening Cc1cccc(C(=O)O/N=C(/c2ccccc2)c2ccncc2)c1 returned NPSR antagonist -53%, IMPase Li inh 22%, RECQ1 inh inactive, Epigenetic derep 0.0%, JMJD2E inh -13%, Luc counter -3%, RGS12 GoLoco inh 20% and SMN2 splice up -1%.
`Cc1cc(C)c2[nH]c(=O)c(CN(C(=O)C3CCCO3)C3CCCC3)cc2c1` (stereo unspecified) gave NPSR antagonist -3%[46.1 µM], IMPase Li inh -21%[38.3 µM], RECQ1 inh -1%, Epigenetic derep -0.2%, JMJD2E inh 3%, Luc counter -2%, RGS12 GoLoco inh -3% and SMN2 splice up -14%.
For O=C1NC(c2ccccc2)C(C(=O)c2cccs2)=C1O (stereo unspecified) the results were NPSR antagonist 14%[46.1 µM], IMPase Li inh -17%[38.3 µM], RECQ1 inh inactive, Epigenetic derep -1.0%, JMJD2E inh 1%, Luc counter 2%, RGS12 GoLoco inh 0% and SMN2 splice up 22%.
COc1ccc(N(CC(=O)NN=C2CCCCCCC2)S(=O)(=O)c2ccccc2)cc1 was read as NPSR antagonist -18%[46.1 µM], IMPase Li inh 7%, RECQ1 inh -12%, Epigenetic derep 0.0%, JMJD2E inh 44%[activator], Luc counter -2%, RGS12 GoLoco inh -7% and SMN2 splice up 3%.
Screening O=c1oc2ccccc2n1Cn1c(=O)oc2ccccc21 returned NPSR antagonist 0%[46.1 µM], IMPase Li inh 3%[38.3 µM], RECQ1 inh -9%, Epigenetic derep -1.7%, JMJD2E inh 9%, Luc counter -2%, RGS12 GoLoco inh 11% and SMN2 splice up -3%.
For Cc1ccc2c(c1)C(c1ccccc1)CC(=O)O2 (stereo unspecified) the results were NPSR antagonist -5%[7.67 µM], RECQ1 inh inactive, Epigenetic derep 1.1%, JMJD2E inh 8% and RGS12 GoLoco inh 0%.
Screening CSC1=NS(=O)(=O)c2c(C)nn(C)c2S1 returned NPSR antagonist 49%, RECQ1 inh -6%, Epigenetic derep -1.6%, JMJD2E inh 3.5µM* and RGS12 GoLoco inh -4%.
Cc1ccc(C)c(Cn2c(=O)n(CCCC(=O)NCc3ccco3)c(=O)c3ccccc32)c1 was read as NPSR antagonist -21%, IMPase Li inh -1%, RECQ1 inh -6%, Epigenetic derep 0.2%, JMJD2E inh 6%, Luc counter 18%, RGS12 GoLoco inh 0% and SMN2 splice up -11%.
`Cc1ccccc1C(O)c1ccncc1` (stereo unspecified) gave NPSR antagonist -7%[46.1 µM], IMPase Li inh 28%[38.3 µM], RECQ1 inh inactive, Epigenetic derep 0.0%, JMJD2E inh -4%, Luc counter -2%, RGS12 GoLoco inh -4% and SMN2 splice up -19%.

Nothing new here: an excerpt of the list.
`CCN(c1ccccc1)S(=O)(=O)c1ccc(Cl)c(NC(=O)COC(=O)c2ccc(O)cc2)c1` gave NPSR antagonist -14%[46.1 µM], RECQ1 inh -4%, Epigenetic derep -0.9% and JMJD2E inh -22%.
Screening Cc1ccc(C(=O)Nc2onc(C)c2C#N)cc1 returned NPSR antagonist -3%[46.1 µM], IMPase Li inh -2%, RECQ1 inh 2%, Epigenetic derep 0.9%, JMJD2E inh -6%, Luc counter 0%, RGS12 GoLoco inh -7% and SMN2 splice up -14%.

Remaining list, next part:
O=C(/C=C/c1ccc2ccccc2n1)N1CCN(S(=O)(=O)c2ccc(F)cc2)CC1 was read as NPSR antagonist -22%, RECQ1 inh -13%, Epigenetic derep 9.5%, JMJD2E inh -11% and RGS12 GoLoco inh 77%[activator].
For COc1ccc(N2CCN(C(=S)Nc3ccc(C)cc3C)CC2)cc1 the results were NPSR antagonist 27%, IMPase Li inh -8%, RECQ1 inh -5%, Epigenetic derep -4.7%, JMJD2E inh 10%, Luc counter -2% and RGS12 GoLoco inh 11%.
CC(C)NC(=O)NC(=O)CSc1nnc(COc2ccccc2F)n1C(C)C1CC2CCC1C2 (stereo unspecified) was read as NPSR antagonist inconclusive, IMPase Li inh 8%[38.3 µM], RECQ1 inh -15%, Epigenetic derep 4.7%, JMJD2E inh -2%, Luc counter -2%, RGS12 GoLoco inh -7% and SMN2 splice up 16%.
Screening O=S(=O)(NC(=S)Nc1ccccc1)c1ccc(F)cc1 returned NPSR antagonist 8%, RECQ1 inh -1%, Epigenetic derep -0.5%, JMJD2E inh -3% and RGS12 GoLoco inh 2%.
For O=C(c1ccccc1)N1CCN(c2ccc(NCc3ccc4c(c3)OCO4)cc2)CC1 the results were NPSR antagonist -21%[46.1 µM], IMPase Li inh 71%[activator][38.3 µM], RECQ1 inh 1%, Epigenetic derep -0.8%, JMJD2E inh 2%, Luc counter 2%, RGS12 GoLoco inh -15% and SMN2 splice up -93%[inhibitor].
CC1CCC2(CC1)SCC(=O)N2c1ccccc1 (stereo unspecified) was read as NPSR antagonist -3%[46.1 µM], IMPase Li inh -1%, RECQ1 inh -2%, Epigenetic derep -2.0%, JMJD2E inh -3%, Luc counter 2%, RGS12 GoLoco inh 5% and SMN2 splice up -7%.
`O=C(N/N=C/c1ccccc1C(=O)O)c1cccc(S(=O)(=O)Nc2cc(Cl)ccc2Cl)c1` gave NPSR antagonist 0%, RECQ1 inh 27%, Epigenetic derep 0.0%, JMJD2E inh -3% and RGS12 GoLoco inh 8%.
Screening CC1(C)C(=O)C2(CCCCC2)C(=O)OC1c1cccc([N+](=O)[O-])c1 (stereo unspecified) returned NPSR antagonist -15%[46.1 µM], IMPase Li inh -5%, RECQ1 inh -3%, Epigenetic derep 0.0%, JMJD2E inh -5%, Luc counter 3%, RGS12 GoLoco inh -1% and SMN2 splice up -6%.
CCOc1cc(C(=O)Nc2cccc(C(C)=O)c2)ccc1OCC(=O)N1CCCCC1 was read as NPSR antagonist -5%, IMPase Li inh 13%, RECQ1 inh inactive, Epigenetic derep -3.8%, JMJD2E inh -13%, Luc counter -2%, RGS12 GoLoco inh 64%[activator] and SMN2 splice up 9%.
For COCCNC(=S)Nc1ccc(S(=O)(=O)Nc2ncccn2)cc1 the results were NPSR antagonist 26%, IMPase Li inh -14%, RECQ1 inh 17%, Epigenetic derep 4.3%, JMJD2E inh -1%, Luc counter 1%, RGS12 GoLoco inh 2% and SMN2 splice up 9%.
Screening CCc1nnc(NC(=O)CSc2nnc3c(C)cc4c(C)ccc(C)c4n23)s1 returned NPSR antagonist 9%, IMPase Li inh 9%, RECQ1 inh -5%, Epigenetic derep 0.0%, JMJD2E inh -6%, Luc counter 0%, RGS12 GoLoco inh 6% and SMN2 splice up 23%.
CCc1ccccc1NC(=O)CN(C)S(=O)(=O)c1ccc2c(c1)c(=O)n(C)c(=O)n2C was read as NPSR antagonist -12%[46.1 µM], IMPase Li inh -14%[38.3 µM], RECQ1 inh 0%, Epigenetic derep 1.0%, JMJD2E inh -4%, Luc counter -3%, RGS12 GoLoco inh 2% and SMN2 splice up -2%.
OCCCc1nc2n(n1)C(c1ccccc1)C=C(c1ccccc1)N2 (stereo unspecified) was read as NPSR antagonist -6%[46.1 µM], IMPase Li inh -7%[38.3 µM], RECQ1 inh -9%, Epigenetic derep 0.7%, JMJD2E inh inconclusive, Luc counter -2%, RGS12 GoLoco inh 10% and SMN2 splice up -9%.
Screening O=C(Nc1cccc(S(=O)(=O)N2CCCCC2)c1)c1ccc([N+](=O)[O-])o1 returned NPSR antagonist -55%, IMPase Li inh 17%, RECQ1 inh inactive, Epigenetic derep -0.2%, JMJD2E inh -7%, Luc counter 1%, RGS12 GoLoco inh 2% and SMN2 splice up -15%.
Screening COc1ccc(Oc2nc3ccccc3n(C)c2=O)cc1 returned NPSR antagonist 2%[46.1 µM], IMPase Li inh -2%[38.3 µM], RECQ1 inh -3%, Epigenetic derep 0.0%, JMJD2E inh 1%, Luc counter 0%, RGS12 GoLoco inh 3% and SMN2 splice up 3%.
Cc1onc(-c2c(Cl)cccc2Cl)c1C(=O)NN1CCCCCC1 was read as NPSR antagonist -6%, RECQ1 inh -4%, Epigenetic derep -0.2%, JMJD2E inh 0% and RGS12 GoLoco inh -2%.
`Cc1ccc(OCC(=O)N2c3ccccc3CC2C)c([N+](=O)[O-])n1` (stereo unspecified) gave NPSR antagonist 3%, IMPase Li inh -4%, RECQ1 inh -2%, Epigenetic derep 1.3%, JMJD2E inh 11%, Luc counter -2%, RGS12 GoLoco inh 6% and SMN2 splice up -3%.
